KB-V1 cytotox: kills drug-selected multidrug resistant KB-V1 cells; KB-V1 MDR cells viability, CellTiter-Glo, 72 h; Potency, µM (titrated, usually from 46.1 µM), for inactives: at the highest dose activity change, negative = cytotoxicity, most hits filed as cytotoxic; 3.4% of 400,000 active; also: potency is read from the fitted curve at half-maximal effect; % is scaled to controls: 0 for no effect and ±100 for the full control effect; nearly all actives have a fitted effect of over 60% in size
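In this primary screen, KB-V1 cells overexpressing P-gp are incubated with library compounds (lowest to highest concentration) for 72 h at 37 degrees C before a luminescent ATP viability read.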
IL-1B inflam inh: inhibitors of inflammasome signaling (IL-1 beta secretion) | THP-1 LPS/ATP IL-1B secretion, AlphaLISA, 16 h; stronger effect = lower value | activity change, % at 57.5 µM | 4.7% of 360,000 active; in the data active = activity change below about -50%; inconclusive = mostly about -30% to -49%; also: % is scaled to controls: 0 for no effect and ±100 for the full control effect
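THP-1 cells pretreated 1 hr with compounds (up to 57.5 uM final), then stimulated with LPS (250 ng/mL final) plus ATP (1.25 mM final); secreted IL-1B measured by AlphaLISA after 16 hr, decreased signal indicating inhibition.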
D3 ag: agonists of human D3 dopamine receptor; P35462; D3R DiscoveRx beta-arrestin cells, luminescence, 90 min; max activation, %; 0.58% of 410,000 active; in the data active = max activation above about 30%; also: 0% is about no effect; mostly tested at two doses, the higher about 12 µM
Target sequence (P35462 whole entry, looked up): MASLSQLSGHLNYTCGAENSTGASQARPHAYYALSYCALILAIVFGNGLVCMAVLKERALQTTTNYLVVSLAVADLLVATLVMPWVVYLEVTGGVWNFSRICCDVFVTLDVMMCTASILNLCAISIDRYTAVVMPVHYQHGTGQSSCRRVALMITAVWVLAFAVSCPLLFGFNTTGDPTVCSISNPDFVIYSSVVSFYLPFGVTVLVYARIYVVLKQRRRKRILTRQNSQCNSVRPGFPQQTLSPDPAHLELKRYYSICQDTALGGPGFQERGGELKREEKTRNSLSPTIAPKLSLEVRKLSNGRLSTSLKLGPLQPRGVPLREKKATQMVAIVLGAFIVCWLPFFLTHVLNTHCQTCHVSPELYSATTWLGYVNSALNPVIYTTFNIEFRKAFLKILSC
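Agonist mode: compounds and dopamine controls were applied to plated cells for 90 min at 37 degrees C after an overnight attachment at 1500 cells/well. Luminescent read-out followed 30 - 60 minutes at room temperature with DiscoveRx detection reagent.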
HT1080NT lethal: kills 2HG-producing HT-1080-NT fibrosarcoma cells | HT-1080-NT fibrosarcoma viability, CellTiter-Glo ATP luminescence, 48 h | Potency, µM (top dose mostly 46.1 µM), inactives show at the highest dose activity, negative = less viability, hits mostly cytotoxic | 1.6% of 360,000 active;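 also: NT is the 2HG producing partner of a matched IDH1 knockdown line; potency is read from the fitted curve at half-maximal effect; 0% = DMSO-treated cells and -100% = media-only wells without cells; nearly all actives have a fitted effect of over 55% in size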
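A 48-hour cytotoxicity screen used HT-1080-NT cells plated 2 hours before compound delivery. ATP-based CellTiter-Glo luminescence measured viability, normalized to DMSO and no-cell controls.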
KB-3-1 cytotox: KB-3-1 parental cell cytotoxicity; Potency, µM (highest dose often 46.1 µM), for inactives: at the highest dose activity change, negative = cytotoxic, actives largely listed as cytotoxic; AID 1347075; KB-3-1 viability, CellTiter-Glo ATP luminescence, 72 h; 1.4% of 400,000 active; also: potency is read from the fitted curve at half-maximal effect; % is scaled to controls: 0 for no effect and ±100 for the full control effect; nearly all actives have a fitted effect of over 60% in size
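Using CellTiter-Glo luminescence, growth of non-resistant KB-3-1 adenocarcinoma cells is assessed 72 h after pin-tool compound addition at 37 °C. Normalized responses across the concentration series yield fitted curves.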
HEK293 tox: cytotoxicity in counter-screen for GLP-1R inverse agonists; HEK293 cAMP-luciferase reporter cells, luminescence, 24 h; 0.13% of 410,000 active; AID 624418; Potency, µM (titrated, usually from 38.3 µM), for the others: at the top dose activity change, negative = inhibition, hits mostly inhibitors;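 also: loss of luciferase light is scored as toxicity; potency is read from the fitted curve at half-maximal effect; % is scaled to controls: 0 for no effect and ±100 for the full control effect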
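Compound-treated cells are incubated 24 hr at 37 deg C under 5% CO2 after a 12 hour attachment period, then luciferase detection reagent is added and luminescence is measured following 12 min at room temperature; lowered signal indicates toxicity.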
SW480 rerep: induces DNA re-replication in SW480 colon adenocarcinoma cells | 1.8% of 340,000 active | AID 624297 | Potency, µM (doses to about 46.1 µM), inactives show top-dose re-replication activation, usual class: activators | SW480 DNA re-replication, Hoechst DNA content imaging, 48 h; also: potency is read from the fitted curve at half-maximal effect; % of control where 0% means no effect; nearly all actives have a fitted effect of over 55% in size
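Image-based DNA-content assay: after two days of treatment, nuclei were labelled with the DNA dye Hoechst and imaged, and hits were compounds raising the count of nuclei showing high fluorescence intensity.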
HT1080 IDH1KD tx: kills HT-1080 cells with IDH1 knockdown; Potency, µM (titrated, usually from 46.1 µM), without a hit: at the top dose activity, negative = toxicity, actives largely listed as cytotoxic; HT-1080 IDH1 knockdown viability, ATP luminescence, 48 h; 2% of 360,000 active;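 also: potency is read from the fitted curve at half-maximal effect; 0% = DMSO wells and -100% = cell-free medium wells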
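Cytotoxicity counter-line: IDH1KD HT-1080, 48 h, CellTiter-Glo. Curves classed by r2, magnitude and activity.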
MCF10A rereplic: induces DNA re-replication in MCF 10a normal breast cells. MCF 10A DNA re-replication, Hoechst nuclear intensity, 48 h. Potency, µM (top dose mostly 46.1 µM), for inactives: top-dose activity, positive = re-replication, actives largely listed as activators. 2.9% of 350,000 active. AID 624296; also: potency is read from the fitted curve at half-maximal effect; % of control where 0% means no effect; nearly all actives have a fitted effect of over 50% in size
* marks the source's active call; other numbers are inactive results; u = inconclusive; x = not tested or not shown; [ ] = another dose, or the depositor's remark. Unless noted, calls follow the shape of the dose curve; as a rule, active = well fitted curve in the direction sought with a large enough effect; inconclusive = small, poorly fitted or top-dose-only effect, or another doubt; inactive = no such curve, though single readings can be large; an effect the other way counts as inactive or inconclusive.

SMILES	KB-V1 cytotox	IL-1B inflam inh	D3 ag	HT1080NT lethal	KB-3-1 cytotox	HEK293 tox	SW480 rerep	HT1080 IDH1KD tx	MCF10A rereplic
CCN(c1ccc(NC(=O)COC(=O)/C=C/c2cccs2)cc1)C(C)C	16.9%	-2.6	-1.5	16.6%	7.1%	-1.5%	0.5%	u	-6.7%
CCOc1ccc(-n2c(=O)c3sccc3n(Cc3ccc(C)cc3)c2=O)cc1	-3.9%	5.8	1.8	0.1%	-17.1%	-12.7%	-4.1%	-0.8%	-0.2%
CCOc1ccc(CN(C)c2nc(-c3cccnc3)nc3ccccc23)cc1OC	u	-93.0*	0.6	-29.6%	-25.6%	-5.8%	13.0%	u	u
CCNC(=O)c1c(NC(C)=O)sc2c1CCCC2	-1.2%	-8.6	3.9	14.1%	5.9%	12.2%	0.7%[9.22 µM]	9.8%	-2.1%
Cc1nc2c(sc(=S)n2Cc2ccco2)c(=O)n1CC(=O)Nc1ccc(F)cc1	-2.6%	-8.7	-3.4	5.2%	0.1%	0.9%	-9.3%	6.3%	-0.9%
O=C(C1CCCN(S(=O)(=O)c2cccs2)C1)N1CCC(N2CCCCC2)CC1 (stereo not given)	u	1.5	4.1	0.0%	22.0%	9.1%	5.7%	0.8%	u
COc1cc(CNc2ccc(N3CCN(C(C)=O)CC3)cc2)ccc1OCc1ccccc1	7.31µM*	-2.9	0.5	-10.9%	u	-5.7%	1.8%	-23.7%	9.0%
Cc1cc(S(=O)(=O)N2CCc3ccccc3C2)ccc1F	-25.7%	-2.0	2.5	-1.4%	14.7%	11.5%	1.7%	-22.5%	1.5%
S=C(NCCc1ccccc1)N1CCC2CC1c1c(Cl)cccc12 (stereo not given)	0.0%	-7.4	-2.0	-1.3%	-1.8%	u	x	-0.8%	x
O=S(=O)(NCC1CCCN(Cc2ccccc2O)C1)c1cccc2cccnc12 (stereo not given)	-0.2%	-6.2	-29.2	-2.8%	-8.1%	-0.1%	-1.4%	-0.5%	0.6%
O=C1NNC(c2ccccc2)=N/C1=C\c1ccc(Cl)cc1	5.0%	5.2	10.3	-21.7%	3.1%	0.0%	-42.8%[inhibitor]	-19.0%	-12.6%
O=c1c2c(-c3ccccc3)csc2nc2n1CCC2	-7.8%	-13.2	-1.6	1.7%	0.0%	-4.7%	-3.3%	0.4%	-5.3%

Molecules shown so far that contain fluorine, in the order listed:
SMILES	KB-V1 cytotox	IL-1B inflam inh	D3 ag	HT1080NT lethal	KB-3-1 cytotox	HEK293 tox	SW480 rerep	HT1080 IDH1KD tx	MCF10A rereplic
Cc1nc2c(sc(=S)n2Cc2ccco2)c(=O)n1CC(=O)Nc1ccc(F)cc1	-2.6%	-8.7	-3.4	5.2%	0.1%	0.9%	-9.3%	6.3%	-0.9%
Cc1cc(S(=O)(=O)N2CCc3ccccc3C2)ccc1F	-25.7%	-2.0	2.5	-1.4%	14.7%	11.5%	1.7%	-22.5%	1.5%

Continuation:
SMILES	KB-V1 cytotox	IL-1B inflam inh	D3 ag	HT1080NT lethal	KB-3-1 cytotox	HEK293 tox	SW480 rerep	HT1080 IDH1KD tx	MCF10A rereplic
COc1cccc(-c2c(C(=O)N/N=C/C3CC=CCC3)nnn2-c2nonc2N)c1 (stereo not given)	-24.1%	-13.3	-7.6	1.5%	-1.1%	10.1%	u	-0.7%	-0.1%
CC1(C)NC(=O)N(CCSc2ccc(Cl)cc2)C1=O	1.7%	-27.3	2.6	0.1%	10.4%	-3.7%	-1.9%	-3.8%	0.0%
CCOc1ccc2oc(C(=O)OCC(=O)NCC3CCCO3)c(C)c2c1 (stereo not given)	7.6%	13.2	-3.0	-0.5%	3.3%	21.2%	0.4%	-13.6%	1.7%
CCCNC(=O)C1(C)CCN(CCOc2ccc(Cl)cc2)C1 (stereo not given)	-6.3%	-7.7	-1.0	-5.8%	-0.2%	3.9%	x	-1.3%	x
O=C(Nc1sc2c(c1C(=O)NCC1CCCO1)CCCC2)c1cc(=O)c2ccccc2o1 (stereo not given)	20.6%	x	3.7	x	-9.0%	4.3%	x	x	x
CSc1nnc(-c2ccco2)n1-c1ccccc1	15.4%	5.5	8.1	8.5%	-1.3%	-7.0%	-1.4%	15.6%	-2.2%
CCOC(=O)n1c(=O)n(Cc2c(Cl)cccc2Cl)c2ccccc21	0.0%	18.3	-6.1	-13.2%	-3.4%	-0.7%	-2.5%	-13.0%	14.0%
CC1CCCN(C(=O)c2cn(-c3ccccc3)nc2-c2cccnc2)C1 (stereo not given)	-30.1%	-2.6	-14.4	15.6%	18.9%	-1.1%	-1.8%	13.0%	-0.1%
O=C(NCCOc1ccccc1)c1ccccc1[N+](=O)[O-]	13.6%	11.8	6.0	4.8%	3.2%	-7.8%	1.7%	2.5%	1.4%
Cc1ccc(C)c(N(C)S(=O)(=O)c2ccc3c(c2)oc(=O)n3C)c1	-3.0%	14.8	-2.8	-0.8%	-13.4%	-9.1%	-15.1%	-9.3%	7.0%
N=C(N)n1c(N)nc2ccccc2c1=O	-34.1%	0.0	1.9	6.1%	4.5%	-6.9%	-3.1%	1.9%	-1.8%
NC(=O)c1ccsc1NC(=O)CCS(=O)(=O)c1ccccc1	-5.6%	13.1	5.0	-11.3%	6.7%	0.8%[0.307 µM]	7.5%	-11.6%	10.9%
Cc1cccc(C)c1NC(=O)CNC(=O)C1CCCN(C(=O)c2ccc(Cl)cc2)C1 (stereo not given)	0.5%	11.9	1.9	16.6%	14.7%	-5.5%	-3.9%	27.6%	1.2%
CC(C(=O)NCc1ccco1)n1cc([N+](=O)[O-])cn1 (stereo not given)	-0.2%	8.4	1.3	23.2%	-11.8%	4.3%	-2.9%	14.9%	-15.9%
CCOC(=O)[C@H]1[C@H]2COc3cc(OC)ccc3[C@@H]2N2C(=O)c3cc(C)ccc3NC(=O)[C@@]12C	-3.7%	-3.1	8.8	3.4%	-2.1%	0.0%	-7.0%	17.5%	u
CCOC(=O)C(=C1Nc2ccccc2N1)n1c(-c2cccnc2)nc2ccccc21	20.6µM*	-2.1	-12.1	-19.1%	u	4.2%	x	-9.6%	x
Oc1ccc(C=Nc2ccc(N3CCOCC3)cc2)c(O)c1	u	2.7	6.4	-9.5%	-7.1%	u	u	-16.0%	u
CCc1ccc(NC(=O)CSc2nc3ccccc3nc2Cc2ccc(C)cc2)cc1	u	x	4.5	x	-8.7%	-3.3%	x	x	x
COc1ccccc1N=C(C)C1=C(O)CSC1=O	1.6%	13.1	1.2	-10.7%	-0.8%	5.5%	3.6%	-0.9%	-3.2%
CCOC(=O)c1[nH]c(C)c(/C(O)=C2\C(=O)C(=O)N(CCN(C)C)C2c2ccc(C)o2)c1C (stereo not given)	u	4.9	-25.6	3.7%[9.24 µM]	u	-17.6%	u	u	u
O=C(Nc1ccc(Br)cc1Cl)c1ccc(OCC2CCCO2)cc1 (stereo not given)	u	-81.2*	4.2	-6.8%	-4.7%	-1.5%	22.4%	-10.5%	u
COc1ccc(NC(=O)CSc2nc3ccsc3c(=O)n2CCC(=O)O)c(OC)c1	u	30.7	-2.0	-2.7%	0.9%	-2.6%	-2.8%	0.5%	0.5%
COc1ccc(C2CC(c3cccs3)=NN2C(=O)CCCC(=O)O)cc1OC (stereo not given)	u	-12.5	-1.5	-1.4%	6.0%	-0.4%	x	-3.1%	x
COc1ccccc1OCC(=O)Nc1ccc(S(=O)(=O)Nc2onc(C)c2C)cc1	0.7%	11.9	1.4	-14.3%	-5.0%	-2.2%	-8.7%	-12.8%	-20.2%
Cc1ccc(Cn2c(=N)c(C(=O)NCCN3CCOCC3)cc3c(=O)n4ccccc4nc32)cc1	18.0%	-6.9	-0.6	7.0%	-1.8%	6.3%	u	-0.5%	0.581µM*
CN1CCN(C(=O)C2Cc3c(-c4ccc5c(c4)OCO5)ccnc3O2)CC1 (stereo not given)	3.0%	13.7	-7.0	1.9%	0.0%	-22.0%	x	8.9%	x
O=C(CN(Cc1ccccc1)C(=O)CNS(=O)(=O)c1ccc(Cl)cc1)NCC1CCCO1 (stereo not given)	3.0%	0.0	0.4	-10.5%	3.0%	-1.4%	-1.2%	9.8%	2.4%
Cc1ccc(CNC(=O)c2cncc(Br)c2)cc1	13.8%	-21.1	5.6	6.0%	-5.9%	-13.7%	-5.5%	-4.0%	2.6%
Cc1oc2c(C)c3oc(=O)c(CC(=O)N[C@@H](CC(C)C)C(=O)N[C@@H](Cc4ccccc4)C(=O)O)c(C)c3cc2c1C	13.0%	5.3	11.4	-1.1%	0.0%	1.2%	-27.2%	4.2%	-0.5%
O=C1NC(=Nc2cccnc2)S/C1=C\c1cccc(F)c1	12.2%	33.4	-13.7	-5.6%	-0.4%	-0.7%	-1.6%	-21.6%	u
Cc1c(C)n(Cc2ccccc2)c2ccc(C(=O)N3CCN(c4ccc(F)cc4)CC3)cc12	2.8%	x	4.3	x	1.9%	5.4%	x	x	x
COc1ccc(C(=O)Nc2ccc3nc(N4CCC(C)CC4)cc(C)c3c2)cc1	0.0%	x	0.4	x	-17.6%	-14.0%	x	x	x
COc1ccccc1CNCc1ccc(C(=O)O)s1	0.0%	x	6.3	x	13.4%	-1.7%	x	x	x
O=C(NCCc1ccc(Cl)cc1)c1cc(S(=O)(=O)N2CCCCC2)c[nH]1	0.0%	9.7	1.5	4.7%	u	3.1%	2.0%	-16.7%	0.6%
CCOc1ccc(CNc2ncnc(N)n2)cc1	1.5%	23.0	-10.1	-2.3%	-12.0%	-10.9%	0.9%	-9.1%	-0.7%
O=C(CC(=O)N/N=C/c1ccccc1O)NCc1cccnc1	u	30.2	0.7	-19.1%	u	4.5%	u	-22.7%	11.6%
Fc1ccc(NC(=S)NCc2cccnc2)cc1	-1.1%	17.8	-7.5	16.1%	3.9%	22.0%	-1.2%	27.2%	-3.2%
Cc1cc(C(=O)CN2C(=O)NC(C)(c3cccc(Br)c3)C2=O)c(C)n1Cc1ccco1 (stereo not given)	2.4%	-18.7	3.3	-21.1%	u	-0.9%	16.0%	u	u

High-throughput results as filed in PubChem BioAssay.
